# TRPC6 inhibitor: mouse TRPC6 channel inhibition; B-score at 10 µM; 1.1% of 310,000 active; AID 2553; HEK293-TRPC6, membrane potential dye, ACh-evoked depolarization; hits give low values; Q61143;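 active = B-score under library mean minus 3 SD, initial fluorescence not abnormally high, positive integrated signal ratio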;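 note: B-score derived from integrated fluorescence ratio over the kinetic read; more negative B-score means stronger inhibition of depolarization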
# TRPC4 PAM: allosteric potentiators of mouse TRPC4 channel | Q9QUQ5 | HEK293 TRPC4beta/mu-opioid, DAMGO EC20, Fluo-4 Ca2+ flux; hits give high values | B-score at 10 µM | 0.42% of 310,000 active | AID 2227;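 active = B-score of calcium response area above 5 SD of library B-scores, with initial fluorescence ratio within 5 SD of library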;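 note: B-score of integrated fluorescence ratio over time as area under calcium response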
# Target sequence (Q9QUQ5 whole entry, looked up): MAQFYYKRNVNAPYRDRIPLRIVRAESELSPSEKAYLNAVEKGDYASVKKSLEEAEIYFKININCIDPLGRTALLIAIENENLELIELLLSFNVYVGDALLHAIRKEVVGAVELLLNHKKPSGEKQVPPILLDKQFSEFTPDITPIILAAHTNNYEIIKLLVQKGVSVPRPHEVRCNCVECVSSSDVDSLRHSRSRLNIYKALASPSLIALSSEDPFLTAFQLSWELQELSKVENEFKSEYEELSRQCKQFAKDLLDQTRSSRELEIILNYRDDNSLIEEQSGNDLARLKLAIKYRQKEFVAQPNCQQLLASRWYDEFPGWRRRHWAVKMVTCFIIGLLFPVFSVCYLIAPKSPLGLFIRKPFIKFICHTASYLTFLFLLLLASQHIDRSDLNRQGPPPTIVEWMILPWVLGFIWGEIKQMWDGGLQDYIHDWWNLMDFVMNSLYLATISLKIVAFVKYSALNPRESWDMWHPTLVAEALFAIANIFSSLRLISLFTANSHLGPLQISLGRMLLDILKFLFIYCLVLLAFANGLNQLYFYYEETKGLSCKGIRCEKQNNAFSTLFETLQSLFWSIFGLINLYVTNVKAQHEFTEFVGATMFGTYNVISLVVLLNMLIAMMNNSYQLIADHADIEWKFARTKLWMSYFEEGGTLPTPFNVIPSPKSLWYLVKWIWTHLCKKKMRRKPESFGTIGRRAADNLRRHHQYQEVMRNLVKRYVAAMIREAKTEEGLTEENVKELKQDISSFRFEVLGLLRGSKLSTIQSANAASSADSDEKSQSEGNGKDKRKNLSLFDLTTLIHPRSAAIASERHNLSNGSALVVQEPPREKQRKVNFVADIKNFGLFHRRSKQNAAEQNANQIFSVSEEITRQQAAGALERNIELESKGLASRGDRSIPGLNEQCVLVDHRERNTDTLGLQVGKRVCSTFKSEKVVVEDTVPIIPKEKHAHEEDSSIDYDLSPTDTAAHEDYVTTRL
# TRPC4 agonist: TRPC4 (mouse) channel activation; Q9QUQ5; HEK293 TRPC4beta/mu-opioid, Fluo4 calcium fluorescence; hits give high values; B-score at 10 µM; 0.49% of 310,000 active; AID 2237;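 active = B-score above 5 SD of library B-scores, and initial fluorescence ratio not above library mean plus 5 SD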;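 note: positive B-score marks a calcium rise read as TRPC4 activation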
#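 Assay system: HEK293 stable line with TRPC4beta plus mu-opioid receptor. Times: dye 45 min RT, read 110 s. Measured by: kinetic Fluo4 calcium fluorescence. Measure: B score of integrated ratio. Controls: assay buffer as low control, maximal DAMGO as high control.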
# SKKanGAS inh: inhibitors of SKKanGAS S. pyogenes growth in kanamycin (SK-promoter or general growth effect); BacTiter-Glo, 6 h; inhibition, % at 7.5 µM; 1.3% of 300,000 active; AID 1662;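 active = mean replicate score, as percent of positive control median, at least 50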;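 note: strain carries kanamycin resistance gene driven by streptokinase promoter and grows in 40 µg/ml kanamycin; loss of luminescence reflects streptokinase promoter inhibition or plain growth inhibition; 0% = median of DMSO wells and 100% = positive control at its reference dose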
# IEC-6 cytotox: counter-screen for KLF5 inhibitors: cytotoxicity in IEC-6 cells | IEC-6 cytotoxicity, luminescence viability | 0.78% of 290,000 active | inhibition, % at 5 µM | AID 1825; in the data active = inhibition above about 22%;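 note: 0% = plate median of test compound wells and 100% = cytotoxic reference compound wells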
# TRPC4 inh: blocks the mouse TRPC4 cation channel. HEK293 TRPC4beta/mu-opioid, DAMGO-evoked Fluo4 calcium flux; hits give low values. B-score at 10 µM. 0.39% of 300,000 active. AID 2247;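 active = B-score over 3 SD under the library average, no early fluorescence shift, positive overall ratio signal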
#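 Assay system – HEK293 line stably carrying TRPC4beta and mu-opioid receptor · Doses – single dose · Detection – Fluo4 calcium-dye fluorescence, kinetic read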
# HIF activator: HIF pathway transcriptional activation; U2OS HRE-luciferase reporter, luminescence; normalized: DMSO 0%, desferrioxamine 100%; activation, % at 7.5 µM (by protocol); AID 1910; 0.32% of 300,000 active;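 active = mean activation of at least 10% of the iron chelator positive control signal, with at least half of replicates also reaching 10%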
# MrgX1 antagonist: blocks BAM8-22 activation of human MrgX1 receptor; Q96LB2; MRGX1-HEK293 calcium flux, Fluo-4, BAM8-22 antagonism; hits give low values; B-score at 10 µM; 1.3% of 310,000 active; AID 588676;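 active = calcium-response B-score plate-corrected more than 3 library SD below zero, starting fluorescence within 5 deviations, no agonist response on first addition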;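 note: peak minus trough fluorescence over baseline after final BAM8-22 challenge near maximal dose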
# KLF5 inh: suppresses KLF5 promoter-driven expression; DLD-1 KLF5 promoter-luciferase reporter, luminescence; inhibition, % at 5 µM; 0.23% of 290,000 active; AID 1700;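 active = inhibition above a per-plate limit of that plate's mean compound inhibition plus 3 SD, cut at about 60% in these data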;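 note: 0% = DMSO wells and 100% = LY294002 at 200 µM; higher means less KLF5 promoter-driven luciferase light; inactives centre near -14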
# aSyn UTR inh: 5' untranslated region of α-synuclein, MLPCN primary screen. alpha-synuclein 5'UTR reporter, inhibitor activity. inhibition, % (tested at 7.5 µM). 0.82% of 300,000 active. AID 1813; in the data active = inhibition above about 60%;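 note: H4 neuroglioblastoma cells stably carrying SNCA 5'UTR luciferase fusion; 0% = DMSO wells and 100% = positive control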
# TRPC6 act: mouse TRPC6 channel activation. Q61143. HEK293-TRPC6 membrane potential dye fluorescence; hits give high values. B-score at 10 µM. 0.13% of 310,000 active. AID 2550;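 active = B-score of the integrated fluorescence ratio above library mean plus 3 SD, and starting fluorescence ratio within library mean plus 5 SD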;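 note: higher score means more depolarization so channel activation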
# Active calls of the source: *; i = inactive; nt = no result given.
SMILES,TRPC6 inhibitor,TRPC4 PAM,TRPC4 agonist,SKKanGAS inh,IEC-6 cytotox,TRPC4 inh,HIF activator,MrgX1 antagonist,KLF5 inh,aSyn UTR inh,TRPC6 act
COC(=O)c1c(NC(=O)C2CC2)sc2c1CCN(C(C)=O)C2,i,i,i,-6,4,i,0.0,i,-36,8,i
CC(=O)N(c1nc(CCl)cs1)c1cccc(C)c1C,i,i,i,-2,0,i,-1.2,i,0,-25,i
N#CC1(C#N)COC23CCCCC2C1(C#N)C(=N)O3 (stereo not drawn),i,i,i,1,0,i,-0.1,i,-19,-18,i
O=C(c1cccc(Cl)c1)C1CCCN(C(=O)c2ccc3c(c2)OCO3)C1 (stereo not drawn),i,i,i,-1,4,i,1.6,i,-58,-10,i
Cc1ccc(S(=O)(=O)Nc2ccc(C(=O)NCCCN3CCOCC3)cc2)cc1[N+](=O)[O-],i,i,i,2,nt,i,0.3,i,nt,-6,i
Cc1ccc(C)c(/C(O)=C2\C(=O)C(=O)N(CCCN3CCOCC3)C2c2cccnc2)c1 (stereo not drawn),i,i,i,4,3,i,-0.2,nt,-4,11,i
Cc1ccccc1Nc1nc(N)nc(CSc2n[nH]c(N)n2)n1,i,i,i,-2,-2,i,0.8,i,-2,-18,i
CCOC1=NN(c2ncc(C(F)(F)F)cc2Cl)C(=O)C1,i,i,i,-4,-6,i,-0.9,i,-21,12,i
Cc1cc(N2CCCC2)c(F)cc1/C=C\[N+](=O)[O-],i,i,i,6,-3,i,-2.9,nt,-22,-79,i
O=C(NC1CCCC1)C(c1ccncc1)N(Cc1ccccc1F)C(=O)c1csnn1 (stereo not drawn),i,i,i,2,-2,i,0.1,i,27,2,i
N#C/C(=C\c1ccc(OCC(N)=O)cc1)c1ccccc1,i,i,i,-12,12,i,1.8,i,-32,-154,i
O=S(=O)(c1ccc2c(c1)nc(COc1ccc(Cl)cc1)n2CC1CCCO1)N1CCOCC1 (stereo not drawn),i,i,i,9,37*,i,0.1,i,-15,38,i
O=c1[nH]c2ccc(NS(=O)(=O)c3ccc(F)c(Cl)c3)cc2[nH]1,i,i,i,-1,2,i,-0.4,i,-11,12,i
CCCCn1c(N)c(NCc2ccccc2)c(=O)[nH]c1=O,i,i,i,-1,1,i,0.0,i,-31,22,i
CC1C(=O)N2CCCc3cc(S(=O)(=O)NCc4ccccc4Cl)cc1c32 (stereo not drawn),i,i,i,0,-1,i,0.0,i,-19,11,i
COC(=O)c1cccc(N2C(=O)C3C4C=CC(CC4)C3C2=O)c1 (stereo not drawn),i,i,i,-8,3,i,-0.2,i,-18,7,i
CN(Cc1ccccc1)Cc1nc2c(c(=O)n(C)c(=O)n2C)n1Cc1ccccc1Cl,i,i,i,1,0,i,-0.4,i,-15,19,i
C/C(=N\N1C(=O)c2ccccc2NC1c1ccccc1)c1ccccc1O (stereo not drawn),i,i,i,-7,2,i,2.3,i,-30,49,i
C/C(=C\CNc1ncnc2nc[nH]c12)CO,i,i,i,1,nt,i,-0.1,i,nt,-10,i
CCOc1ccc(C(=O)n2cc(C(=O)OC)c3ccccc32)cc1OCC,i,i,i,-3,-1,i,0.2,i,-20,3,i
Cc1cccc(OCC(O)CN2CCN(c3ccccn3)CC2)c1C (stereo not drawn),i,i,i,-6,4,i,-0.1,i,-10,42,i
COc1ccc(CNC(=O)C(c2ccco2)N(C(=O)c2csnn2)c2cccc(C)c2C)cc1 (stereo not drawn),i,i,i,2,0,i,-0.1,i,-53,4,i
CC(C)Oc1ccc(Nc2ncnc3ccccc23)cc1,i,i,i,-10,1,i,3.2,i,-122,-136,i
CC(C)n1c(SC2C(=O)CC(C)(C)CC2=O)nc2c1c(=O)n(C)c(=O)n2C,i,i,i,-1,3,i,-0.4,i,16,5,i
Cc1cc2c(ncn2Cc2ccccc2)c([N+](=O)[O-])c1C,i,i,i,-7,0,i,-0.5,i,13,46,i

# 16 neighbouring records out of the list so far, for reference:
SMILES,TRPC6 inhibitor,TRPC4 PAM,TRPC4 agonist,SKKanGAS inh,IEC-6 cytotox,TRPC4 inh,HIF activator,MrgX1 antagonist,KLF5 inh,aSyn UTR inh,TRPC6 act
O=C(NC1CCCC1)C(c1ccncc1)N(Cc1ccccc1F)C(=O)c1csnn1 (stereo not drawn),i,i,i,2,-2,i,0.1,i,27,2,i
N#C/C(=C\c1ccc(OCC(N)=O)cc1)c1ccccc1,i,i,i,-12,12,i,1.8,i,-32,-154,i
O=S(=O)(c1ccc2c(c1)nc(COc1ccc(Cl)cc1)n2CC1CCCO1)N1CCOCC1 (stereo not drawn),i,i,i,9,37*,i,0.1,i,-15,38,i
O=c1[nH]c2ccc(NS(=O)(=O)c3ccc(F)c(Cl)c3)cc2[nH]1,i,i,i,-1,2,i,-0.4,i,-11,12,i
CCCCn1c(N)c(NCc2ccccc2)c(=O)[nH]c1=O,i,i,i,-1,1,i,0.0,i,-31,22,i
CC1C(=O)N2CCCc3cc(S(=O)(=O)NCc4ccccc4Cl)cc1c32 (stereo not drawn),i,i,i,0,-1,i,0.0,i,-19,11,i
COC(=O)c1cccc(N2C(=O)C3C4C=CC(CC4)C3C2=O)c1 (stereo not drawn),i,i,i,-8,3,i,-0.2,i,-18,7,i
CN(Cc1ccccc1)Cc1nc2c(c(=O)n(C)c(=O)n2C)n1Cc1ccccc1Cl,i,i,i,1,0,i,-0.4,i,-15,19,i
C/C(=N\N1C(=O)c2ccccc2NC1c1ccccc1)c1ccccc1O (stereo not drawn),i,i,i,-7,2,i,2.3,i,-30,49,i
C/C(=C\CNc1ncnc2nc[nH]c12)CO,i,i,i,1,nt,i,-0.1,i,nt,-10,i
CCOc1ccc(C(=O)n2cc(C(=O)OC)c3ccccc32)cc1OCC,i,i,i,-3,-1,i,0.2,i,-20,3,i
Cc1cccc(OCC(O)CN2CCN(c3ccccn3)CC2)c1C (stereo not drawn),i,i,i,-6,4,i,-0.1,i,-10,42,i
COc1ccc(CNC(=O)C(c2ccco2)N(C(=O)c2csnn2)c2cccc(C)c2C)cc1 (stereo not drawn),i,i,i,2,0,i,-0.1,i,-53,4,i
CC(C)Oc1ccc(Nc2ncnc3ccccc23)cc1,i,i,i,-10,1,i,3.2,i,-122,-136,i
CC(C)n1c(SC2C(=O)CC(C)(C)CC2=O)nc2c1c(=O)n(C)c(=O)n2C,i,i,i,-1,3,i,-0.4,i,16,5,i
Cc1cc2c(ncn2Cc2ccccc2)c([N+](=O)[O-])c1C,i,i,i,-7,0,i,-0.5,i,13,46,i

# Other compounds follow.
SMILES,TRPC6 inhibitor,TRPC4 PAM,TRPC4 agonist,SKKanGAS inh,IEC-6 cytotox,TRPC4 inh,HIF activator,MrgX1 antagonist,KLF5 inh,aSyn UTR inh,TRPC6 act
CCOc1ccc(Cn2nnc(C(=O)Nc3cc(C)cc(C)c3)c2N)cc1,i,i,i,-11,-6,i,0.2,i,-24,4,i
O=C(O)CN1C(=O)CSC1=S,i,i,i,-3,4,i,0.7,i,-32,-17,i
Cc1cc(-c2nnc(-c3cccc(C(F)(F)F)c3)o2)no1,i,i,i,-5,2,i,nt,i,-48,nt,i
COc1ccc2nc(-c3ccccc3)[nH]c2c1,i,i,i,1,4,i,3.4,i,-116,-71,i
COc1ccccc1NC(=O)CSc1nc(O)c(Cc2ccccc2)c(=O)[nH]1,i,i,i,6,-4,i,nt,i,-7,14,i
COc1ccc(/C=C/C(=O)OCc2csc(-c3ccccc3)n2)cc1OC,i,i,i,7,-1,i,-0.1,i,-44,-5,i
CCc1ccc(CNC(=O)C2CCN(c3nnc(C)c4c(C)n(-c5ccc(C)cc5)nc34)CC2)cc1,i,i,i,9,0,i,-3.8,i,-26,57,i
Cc1ccc(OCc2n[nH]c(=S)n2N)cc1C,i,i,i,5,-4,i,0.5,i,-17,-8,i
COc1ccc(/C=C/C(=O)NC(=S)N2CCN(C)CC2)cc1,i,i,i,-5,0,i,0.0,i,-28,5,i
Cc1cc(C(=O)N/N=C/c2ccc([N+](=O)[O-])o2)c(C)o1,i,i,i,5,4,i,0.3,i,-14,-7,i
COC(=O)C(/C=N/OCc1ccc([N+](=O)[O-])cc1)NC(=O)c1cccc(Cl)c1 (stereo not drawn),i,i,i,-6,-3,i,-0.2,i,-2,-1,i
CCOC(=O)Cc1csc(NC(=O)/C=C\c2ccccc2)n1,i,i,i,5,4,i,0.9,i,-34,-74,i
O=C(CNC(=O)CNC(=O)c1ccc(Cl)cc1Cl)NCc1cccc(Cl)c1,i,i,i,-3,7,i,-0.2,i,-22,9,i
C=CCNC(=O)N1CCC(c2nc3ccccc3s2)CC1,i,i,i,-5,8,i,3.0,i,-1,8,i
CCOC(=O)c1cc(NCc2cccs2)ccc1N1CCOCC1,i,i,i,-4,0,i,-0.3,i,-32,10,i
Cn1ccnc1SCC(=O)c1ccc([N+](=O)[O-])cc1,i,i,i,2,1,i,0.3,i,-15,-15,i
N#Cc1cccc(NC(=O)CCn2ccnc2)c1,i,i,i,-4,-2,i,0.0,i,-31,6,i
CCOC(=O)c1oc2cc(O)ccc2c(=O)c1-c1csc(C)n1,i,i,i,-5,-1,i,0.0,i,2,7,i
COc1ccccc1NC(=O)NNC(=O)c1cc2ccccc2cc1O,i,i,i,-4,-5,i,0.0,i,-27,0,i
CC(CNC(=O)C(C)C)NC(=O)C(C)C (stereo not drawn),i,i,i,1,3,i,-2.1,i,-2,-9,i
CCOC(=O)CCc1c(C)c2ccc(OCc3cc([N+](=O)[O-])ccc3OC)c(C)c2oc1=O,i,i,i,3,-14,i,0.2,i,-12,-3,i
CCCN(CC(=O)Nc1ccccc1OC)C(C)C(=O)NC(C)CCc1ccccc1 (stereo not drawn),i,i,i,3,4,i,0.5,i,-8,1,i
CC(CCn1cccn1)NC(=O)CCc1nnc(CCc2ccccc2)o1 (stereo not drawn),i,i,i,1,-2,i,-0.3,i,3,-5,i
Cc1cccc(NS(=O)(=O)c2ccc(C3CCCCC3)cc2)c1,i,i,i,108*,-1,i,1.3,i,1,-3,i
O=C(OCCN1CCCCC1)c1cccc(F)c1,i,i,i,-4,4,i,0.8,i,-13,0,i
CC(C)c1nnc(NC(=O)COC(=O)/C=C/c2ccc([N+](=O)[O-])cc2)s1,i,i,i,3,1,i,-0.2,i,-20,3,i
S=C(NC1CCCC1)NC1CCCC1,i,i,i,5,-3,i,-0.1,i,-7,12,i
c1ccc(-c2cc(-c3nc4ccccc4[nH]3)c3ccccc3n2)cc1,i,i,i,7,5,i,-0.2,i,-15,12,i

# Bioassay records from PubChem BioAssay.
